POLI inh: qHTS for Inhibitors of Polymerase Iota; DNA polymerase iota (Homo sapiens), Q9UNA4; Pol iota fluorescent replication assay, 10 min; Potency, µM (top dose mostly 115 µM), inactives show top-dose activity, negative = inhibition, usual class: inhibitors; actives 1% (n = 390,000); AID 588590, 2011; further: potency means the concentration at half of the fitted maximal effect
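Pol iota at 10 nM preincubated 15 min with compounds at room temperature; reaction started with fluorescent substrate, 50 nM final. Fluorescence read kinetically at 0 and 10 min; buffer-only wells as negative control.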
BLM helicase inh: qHTS Assay for Inhibitors of Bloom's syndrome helicase (BLM). actives 0.2% (n = 350,000). recombinant BLM DNA unwinding, fluorescence dequenching. Potency, µM (titrated, usually from 56.1 µM), for inactives: at the highest dose activity change, negative = inhibition, most hits filed as inhibitors. RecQ-like DNA helicase BLM (Homo sapiens), P54132;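 further: potency means the concentration at half of the fitted maximal effect; plate controls were vehicle for no effect and no enzyme for full effect; nearly all actives have a fitted effect of over 35% in size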
POLB inh: qHTS Assay for Inhibitors of DNA Polymerase Beta; P06746; Pol beta primer extension/strand displacement, fluorescence kinetic; Potency, µM (titrated, usually from 114 µM), without a hit: at the highest dose activity change, negative = inhibition, most hits filed as inhibitors; actives 1.3% (n = 340,000); AID 485314, 2010; further: potency means the concentration at half of the fitted maximal effect; on the % scale 0 is the no-effect control and ±100 the full control effect
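Enzyme-only controls used 10 nM Pol beta; buffer lacking enzyme served as negative control. Compound preincubated 15 min, then 50 nM substrate added; 0 and 10 min reads at room temperature.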
12-LOX inh: Primary qHTS assay for inhibitors of human arachidonate 12S-lipoxygenase (ALOX12): Round 2. purified 12hLO, xylenol orange hydroperoxide absorbance. Polyunsaturated fatty acid lipoxygenase ALOX12 (Homo sapiens), P18054. actives 1.1% (n = 580,000). AID 1671190, 2021. Potency, µM (top dose mostly 108 µM), for the others: at the top dose activity change, negative = inhibition, usual class: inhibitors; further: potency means the concentration at half of the fitted maximal effect; on the % scale 0 is the no-effect control and ±100 the full control effect
Target sequence (P18054 whole entry, looked up): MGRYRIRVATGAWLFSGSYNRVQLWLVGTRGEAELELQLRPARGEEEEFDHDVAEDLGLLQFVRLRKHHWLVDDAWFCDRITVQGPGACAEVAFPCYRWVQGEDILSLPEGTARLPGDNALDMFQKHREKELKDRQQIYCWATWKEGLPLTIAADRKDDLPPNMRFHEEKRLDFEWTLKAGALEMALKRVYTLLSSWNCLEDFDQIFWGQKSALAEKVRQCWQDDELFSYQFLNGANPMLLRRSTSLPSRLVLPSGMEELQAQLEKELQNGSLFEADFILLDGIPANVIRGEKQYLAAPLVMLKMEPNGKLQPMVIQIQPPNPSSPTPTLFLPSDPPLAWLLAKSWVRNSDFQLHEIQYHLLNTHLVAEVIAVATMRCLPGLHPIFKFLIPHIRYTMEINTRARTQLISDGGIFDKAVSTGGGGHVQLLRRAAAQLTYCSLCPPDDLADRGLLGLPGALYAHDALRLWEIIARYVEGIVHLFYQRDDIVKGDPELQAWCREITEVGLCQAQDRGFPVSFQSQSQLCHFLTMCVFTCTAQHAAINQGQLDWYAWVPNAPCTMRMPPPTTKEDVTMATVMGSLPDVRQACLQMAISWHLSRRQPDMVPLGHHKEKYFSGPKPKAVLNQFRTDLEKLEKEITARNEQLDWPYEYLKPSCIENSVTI
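Purified human 12hLO at 150 nM in 25 mM Hepes, 0.01% Triton X-100, pH 7.0, preincubated 15 min at room temperature with compound. Reaction started with 40 uM arachidonic acid, 30 min at room temperature. Hydroperoxide measured by Fe-xylenol orange, 573/405 nm absorbance ratio.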
APEX1 inh: qHTS Assay for Inhibitors of the Human Apurinic/apyrimidinic Endonuclease 1 (APE1). DNA repair nuclease/redox regulator APEX1 (Homo sapiens), P27695. recombinant APE1, TAMRA/BHQ-2 abasic DNA cleavage fluorescence. Potency, µM (titrated, usually from 65.8 µM), without a hit: at the highest dose activity change, negative = inhibition, actives largely listed as inhibitors. actives 0.35% (n = 350,000). AID 2517, 2012;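 further: potency means the concentration at half of the fitted maximal effect; plate controls were vehicle for no effect and reference inhibitor for full effect; nearly all actives have a fitted effect of over 55% in size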
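Incision of a quenched TAMRA/BHQ-2 THF abasic-site duplex (50 nM) by 0.75 nM APE1, after 15 min compound preincubation, measured as fluorescence increase over three 60 s reads. Values normalized to buffer, DMSO and NSC13755 control wells.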
TRHR agonist: qHTS for Small Molecule Agonists and Allosteric Enhancers of Human TRH Receptor: Primary Screen for Agonists | actives 0.18% (n = 360,000) | activation, % at 2 µM | Thyrotropin-releasing hormone receptor (Homo sapiens), P34981 | TRHR cells, calcium flux fluo-8, FDSS agonist mode; in the data active means activation above about 30%; further: 0% is about no effect
Target sequence (P34981 whole entry, looked up): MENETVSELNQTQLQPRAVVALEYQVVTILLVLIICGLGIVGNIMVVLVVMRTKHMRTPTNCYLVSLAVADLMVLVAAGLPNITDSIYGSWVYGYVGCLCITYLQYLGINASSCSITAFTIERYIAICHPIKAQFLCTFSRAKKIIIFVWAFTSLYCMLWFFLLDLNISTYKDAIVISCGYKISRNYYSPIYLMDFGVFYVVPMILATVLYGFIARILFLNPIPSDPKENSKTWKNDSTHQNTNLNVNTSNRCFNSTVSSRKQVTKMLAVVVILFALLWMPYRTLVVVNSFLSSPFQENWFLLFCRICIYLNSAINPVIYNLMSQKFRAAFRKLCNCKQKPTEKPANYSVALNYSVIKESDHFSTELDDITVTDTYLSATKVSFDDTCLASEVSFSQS
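Fluo-8-loaded TRHR cells; 10 s baseline, compound added, kinetic Ca2+ fluorescence read 1/s, agonist mode.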
Anesthetic bind: qHTS Assay for Identification of Novel General Anesthetics; Ferritin light chain (Equus caballus), P02791; apoferritin/1-aminoanthracene competitive binding, fluorescence; Potency, µM (doses to about 77.5 µM), for inactives: top-dose activity change, negative = displacement, most hits filed as inhibitors; actives 0.074% (n = 350,000); further: potency means the concentration at half of the fitted maximal effect; on the % scale 0 is the no-effect control and ±100 the full control effect; nearly all actives have a fitted effect of over 20% in size
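Apoferritin-based anesthetic binding model; compound displacement of fluorescent 1-AMA measured as endpoint fluorescence after 10 minutes at room temperature, scaled to free-ligand and complex controls.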
ERG Ets-DNA blk: qHTS for Small Molecule Inhibitors of the ERG Ets/DNA interaction | Transcriptional regulator ERG (Homo sapiens), P11308 | fluorescence polarization, His-ERG Ets domain / labelled DNA | Potency, µM (doses to about 76.9 µM), without a hit: at the highest dose FP activity, negative = inhibition, hits mostly inhibitors | actives 0.028% (n = 370,000) | AID 624246, 2012; active means well fitted inhibition curve with a large enough effect in the polarisation, with a control signal flat; inconclusive means small, poorly fitted or top-dose-only effect, or effect the other way, or a change in a side signal; inactive means no such curve, though single readings can be large or run the other way; the % refers to the polarisation;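 further: polarization taken with two DNA probes labelled with fluorescein and Texas red; potency means the concentration at half of the fitted maximal effect; % of control where 0% means no effect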
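His-tagged ERG Ets domain (1 uM in the protein solution; 300mM KCl, 50mM Tris-HCl, 1mM EDTA, 1mM DTT, pH 7.5) received compound, then a probe mix of 5 nM fluorescein-DNA and 100nM Texas-615-DNA. Fluorescence polarization was read for both dyes.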
Pol kappa inh: qHTS for Inhibitors of Polymerase Kappa | DNA polymerase kappa (Homo sapiens), Q9UBT6 | purified Pol kappa, fluorescent DNA synthesis assay, 10 min | Potency, µM (top dose mostly 107 µM), for the others: at the top dose activity, negative = inhibition, actives largely listed as inhibitors | actives 0.53% (n = 400,000) | AID 588579, 2011; further: potency means the concentration at half of the fitted maximal effect; on the % scale 0 is the no-effect control and ±100 the full control effect
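Enzyme at 10 nM met test compounds for 15 min at room temperature. Substrate addition (50 nM final) began the reaction, which was monitored by fluorescence at 0 and 10 min.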
* marks the source's active call; other numbers are inactive results; u = inconclusive; x = not tested or not shown; & = joins results of further samples; [ ] = another dose, or the depositor's remark. Unless noted, the call rests on the fitted dose curve; in most records, active means well fitted curve in the direction sought with a large enough effect; inconclusive means small, poorly fitted or top-dose-only effect, or another doubt; inactive means no such curve, though single readings can be large; an effect the other way counts as inactive or inconclusive.

SMILES	Pol kappa inh	ERG Ets-DNA blk	POLB inh	Anesthetic bind	12-LOX inh	POLI inh	BLM helicase inh	APEX1 inh	TRHR agonist
CCOc1cc(C(=O)N=c2sccn2C)cc(Br)c1OC	15%	5%	8%	-15%	u	10%	-9%	19%	-0.5
CCC(CC)n1c(C)cc(=O)n1C(CC)CC	1%	1%	x	x	-1%	0%	x	x	x
CN(C)c1ccc(C=C2C=Cc3ccccc32)cc1	-15%	4%	x	x	-17%	18%	x	x	x
O=C1/C(=C/c2cccs2)Sc2ccccc21	-5%	u	1%	-2%	-16%	6%	2%	2%	1.7
CC(C)Oc1cccc(C(=O)C2CCCN(Cc3ccc(Oc4ncccn4)cc3)C2)c1 (centres undefined)	6%	-3%	17%	-17%	-16%	72%[activator]	-3%	7%	0.3
CCn1c(=S)sc2c(=O)n(CC(=O)Nc3ccccc3C(F)(F)F)c(C)nc21	-5%	-1%	10%	-4%	8%	-33%	-25%	-18%	2.4
CC(C)CCNC(=O)CSc1nc2ccsc2c(=O)n1Cc1ccccc1Cl	-2%[60.1 µM]	2%	-22%	12%	-7%	-7%	2%	x	-0.8
CCOC(=O)c1c(S(=O)(=O)N2CCC(C(=O)Nc3ccccc3OC)CC2)c(C)n(CC)c1C	-12%[60.1 µM]	2%	-1%	-11%	-16%	7%	-1%	x	-0.5
COC(=O)[C@H](CC(C)C)NC(=O)c1cc2c(cn1)[nH]c1ccccc12	-13%	18%	29%	-15%	u	-12%	-7%	-11%	0.2
CC1CC(C)CN(C(=O)COC(=O)c2cc3ccccc3cc2O)C1 (centres undefined)	-20%	4%	7%	u	-3%	-1%	-11%	-5%	0.9
CSc1ccccc1OCc1cc(C(=O)NCc2ccc(C)s2)no1	-2%	7%	33%	u	230%[activator]	14%	-12%	15%	0.0
Cc1ccc(S(=O)(=O)N/N=C\c2cn(CC(N)=O)c3ccccc23)cc1C	-5%	10%	31%	-16%	-14%	9%	-9%	12%	0.3
CCC(C)(C)C1CCC(NC(=O)c2ccc(S(=O)(=O)N3CCOCC3)cc2)CC1 (centres undefined)	-28%	-3%	x	x	312%[activator]	0%	x	15%	-0.4
COc1ccc(C(=O)NC2CCCCCC2)cc1S(=O)(=O)N1CCCc2ccccc21	-1%	9%	26%	2%	10%	-5%	-9%	18%	0.0
CN(C)c1ccc(-c2nnc(SCC3CCCO3)n2C)cc1 (centres undefined)	-3%	-6%	59%	-3%	u	23%	4%	15%	-1.0
O=C(NCCO)c1ccc(Oc2ccc(C(F)(F)F)cc2[N+](=O)[O-])cc1	1%	-1%	9%	-3%	0%	23%	-6%	4%	-0.2
CCCOc1ccc(C2CC(=O)Nc3c2c(C)nn3-c2nncc(-c3cccc(OC)c3)n2)cc1OC (centres undefined)	-4%	-4%	14%	-5%	-2%	21%	-1%	x	-0.4
COc1cc(NC(=O)c2c(F)c(F)c(F)c(F)c2F)c(OC)cc1Cl	-13%	-6%	17%	-10%	-10%	-7%	-8%	8%	-1.1
O=C(c1cnn2c(C(F)(F)F)cc(-c3ccccc3)nc12)N1CCCCC1c1cccnc1 (centres undefined)	-4%	10%	-27%	-10%	0%	61%[activator]	-5%	4%	-0.8
CC(=O)O[C@H]1C[C@@]2(C)[C@@H](C[C@@H](O)[C@H]3[C@@]4(C)CC[C@@H](O)[C@@H](C)C4CC[C@@]32C)/C1=C(\CCC=C(C)C)C(=O)O (some centres undefined)	7%	4%	2%	-12%	-13%	34%[activator]	-13%	-3%	0.8
COc1ccc(NC(=O)CN(C)S(=O)(=O)c2cccc3nsnc23)cc1OC	-9%	1%	u	-6%	-10%	32%[activator]	-11%	0%	-0.5
CCc1cc(C(=O)c2ccc(C)cc2)c(NC(=O)CCl)s1	-3%	-7%	0%	-9%	-8%	-3%	-16%	22%	0.1
COc1ccc(C2=CC(=O)CC(c3ccc(OC)cc3)C2)cc1 (centres undefined)	-13%	13%	-10%	u	-23%	-11%	-10%	-2%	0.4
CC(=O)N1CCc2c(sc3c2c(=O)n(CCc2ccccc2)c(=O)n3Cc2ccccc2C)C1	2%	1%	u	-16%	u	-7%	-6%	x	0.5
O=C(Nc1ccc(/C=C/c2nc3ccccc3o2)cc1)c1cccc(C(F)(F)F)c1	-11%	6%	-6%	-11%	1%	16%	-7%	19%	1.4
Cc1ccc(Cn2nnc3c(=O)[nH]c(C4CCCN(S(=O)(=O)c5ccc(F)cc5)C4)nc32)cc1 (centres undefined)	-5%	-2%	u	-2%	-1%	2%	-3%	47%[activator][12.4 µM]	0.0
CC1Oc2ccccc2N(Cc2ccccc2Cl)C1=O (centres undefined)	-16%	0%	12%	u	-19%	-5%	-9%	-6%	-0.4
COc1cc(CN(C)CC2CCCN(CCc3ccccc3F)C2)cc(Cl)c1OC (centres undefined)	-24%	-1%	12%	-14%	u	21%	-2%	-9%	0.0
CC1CC(C)CN(C(=O)Cn2c(=O)n(CCCCC(=O)NCc3ccco3)c(=O)c3ccccc32)C1 (centres undefined)	-6%	8%	-30%	-8%	-18%	8%	-2%	-1%	-1.7
Cc1ccc(/C=N/c2sc(Cc3ccccc3)c(C)c2C(N)=O)o1	-24%	-5%	0%	8%	u	19%	4%	-8%	-0.2
Cn1nc([N+](=O)[O-])nc1Sc1nnc(-c2ccccc2)o1	-2%	-11%	-27%	u	-3%	47%[activator]	0%	-1%	0.1
Cn1nc(-c2ccccc2F)c2cc(C(=O)N3CCN(c4ccc(F)cc4)CC3)sc21	-16%	-4%	1%	3%	16%&0%	2%	-15%	x	1.3
CCOc1ccc(-c2nnn(CC(=O)NCc3ccc(F)cc3)n2)cc1OCC	-3%	7%	8%	-12%	1%	-11%	-1%	-7%	0.5
CC1CC=CC2C1C(=O)N(Cc1ccccc1)C2c1ccc(-c2cc3ccccc3s2)cc1F (centres undefined)	6%	x	x	9%	x	9%	-7%	-4%	x
N/C(=N\OC(=O)CCCOc1ccc(Cl)cc1Cl)c1ccccn1	-9%	-10%	7%	u	13%	66%[activator]	-16%	8%	-0.7
CC1CCCCN1C(=O)CSc1nnc(-c2ccccc2O)o1 (centres undefined)	-4%	3%	0%	-2%	u	-2%	0%	27%[12.4 µM]	0.0
COc1cccc(OC)c1C(=O)NC(=S)Nc1ccc2c(c1)Cc1ccccc1-2	-3%	-6%	0%	-8%	-3%	22%	-5%	4%	-0.5
CCC(=O)N(C)CCc1cc2c(c(OC)c1/C=N/NC(=O)[C@H]1C[C@@H]1c1ccccc1)OCO2	1%	4%	-22%	0%	125%[activator]	1%	-2%	-2%	-1.8
C[C@@H]1CN=C2N(CCNC(=O)CCC3CCCCC3)[C@H](Cc3ccc(O)cc3)CN21	0%	-1%	1%	-13%	u	u	3%	0%	-0.3
O=C(Cn1c(C(F)(F)F)nc2ccccc21)c1ccccc1	-2%	x	31%	-15%	4%	-12%	-2%	-3%	-0.5
Cc1ccc(-c2cc(C(=O)N3CCN(S(=O)(=O)c4ccc(Br)s4)CC3)[nH]n2)cc1C	-13%	-12%	-1%	-9%	-9%	6%	-1%	x	0.5
O=C1C2C3C=CC(C3)C2C(=O)N1CNc1ccccc1 (centres undefined)	-11%	3%	-2%	-23%	-5%	15%	0%	-2%	0.3

Quoted from the listing:
POLB inh result of COc1cccc(OC)c1C(=O)NC(=S)Nc1ccc2c(c1)Cc1ccccc1-2 = 0%
POLI inh result of CC1CCCCN1C(=O)CSc1nnc(-c2ccccc2O)o1 (centres undefined) = -2%
TRHR agonist result of C[C@@H]1CN=C2N(CCNC(=O)CCC3CCCCC3)[C@H](Cc3ccc(O)cc3)CN21 = -0.3
Anesthetic bind result of CCC(=O)N(C)CCc1cc2c(c(OC)c1/C=N/NC(=O)[C@H]1C[C@@H]1c1ccccc1)OCO2 = 0%

Looked up by compound from the entries so far, four records:
SMILES	Pol kappa inh	ERG Ets-DNA blk	POLB inh	Anesthetic bind	12-LOX inh	POLI inh	BLM helicase inh	APEX1 inh	TRHR agonist
CCOc1ccc(-c2nnn(CC(=O)NCc3ccc(F)cc3)n2)cc1OCC	-3%	7%	8%	-12%	1%	-11%	-1%	-7%	0.5
CCC(=O)N(C)CCc1cc2c(c(OC)c1/C=N/NC(=O)[C@H]1C[C@@H]1c1ccccc1)OCO2	1%	4%	-22%	0%	125%[activator]	1%	-2%	-2%	-1.8
O=C(Cn1c(C(F)(F)F)nc2ccccc21)c1ccccc1	-2%	x	31%	-15%	4%	-12%	-2%	-3%	-0.5
C[C@@H]1CN=C2N(CCNC(=O)CCC3CCCCC3)[C@H](Cc3ccc(O)cc3)CN21	0%	-1%	1%	-13%	u	u	3%	0%	-0.3

Bioassay records as filed in PubChem.

The list is partial. The share of hits here may be higher or lower than overall.
